# CaV13 FRET inh – Disruptors of the CACNA1D IQ motif to Ca2+-dependent inactivation inhibitor domain association, primary screening, Förster resonance energy transfer in intact living …; 340,000 tested, 0.098% active; HEK cells, CFP/YFP FRET ICDI-IQ, plate reader, 10 min; percent FRET-ratio fall versus neutral wells; inhibition, % at 12.3 µM;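 active = mean replicate inhibition of at least 30% and at least 1% of replicates passing that level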;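 note: 0% = median of the neutral control wells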
# An asterisk follows results filed as active. Some of the compounds tested; rates above refer to the full screens.
cpd	SMILES	CaV13 FRET inh
1	COc1ccc(CNC(=O)c2ccc(Br)cc2)cc1	3
2	COC(=O)[C@]12C[C@H](CC(=O)NCc3cccs3)C(=O)N(CCC3=CCCCC3)C1=C[C@H](COCc1ccccc1)O[C@@H]2C	-7
3	O=C(CNC(=O)c1ccccc1O)N/N=C/c1cc(Br)ccc1OC(=O)/C=C/c1ccco1	-7
4	COc1nc(N=C(N)N)nc2ccc(C)cc12	-4
5	COC(=O)[C@]12C[C@H](CC(=O)NCCCN3CCCC3=O)C(=O)N(Cc3ccc4c(c3)OCO4)C1=C[C@H](C(C)(C)C)O[C@@H]2C	-11
6	CC1CCN(C(=O)c2[nH]cnc2C(=O)N(C)CCO)CC1	-4
7	COc1ccccc1-n1cnnc1SCC(=O)Nc1cccc(S(=O)(=O)N2CCCCC2)c1	-2
8	CC(=O)N1CCN(c2ccc(N3CCN(C(C)=O)[C@H](C)C3)c(C)c2)[C@@H](C)C1	-12
9	Cc1cc(NC(=O)c2ccc(S(=O)(=O)N3CCOCC3)cc2)nc2c1c(=O)oc1ccccc12	-5
10	COc1cc(/C=N/O)ccc1OCc1ccc(Cl)cc1	-4
11	COC1OC(COCc2ccccc2)C2OC(C)(C)OC2C1O (configuration not stated)	-5
12	O=C1C(=O)N(CCCN2CCOCC2)C(c2cccs2)/C1=C(/O)c1ccc2c(c1)OCO2 (configuration not stated)	-5
13	Cc1ccccc1-c1cccc2c3c([nH]c12)[C@@H]1C[C@H]2[C@@H](C(=O)N1CC3)[C@H](C)ON2C	-4
14	Oc1c(C=NCc2ccncc2)sc2ccccc12	-5
15	COc1ccc(OC)c2c1C(=O)c1ccccc1C2=O	-14
16	Cc1noc(C)c1NC(=O)N(C)C[C@H]1OCc2cn(nn2)CCCC(=O)N([C@H](C)CO)C[C@@H]1C	-5
17	O=C(NCCNC(=O)c1cc(OCC(F)(F)F)ccc1OCC(F)(F)F)Nc1ccc(Cl)cc1	-8
18	CCOC(=O)c1c(Nc2ccc(OC)cc2)n[nH]c1C	-11
19	CCn1cc(C(=O)NCc2cccs2)c(=O)c2cc(S(=O)(=O)N3CCOCC3)ccc21	-3
20	O=C(CCCn1c(=O)c2ccccc2n(Cc2cccc(F)c2)c1=O)NC1CCN(Cc2ccccc2)CC1	-4
21	COC(=O)C1=C(C)N(Cc2cccc(C(F)(F)F)c2)C(=NCc2ccc(OC)cc2)NC1c1ccccc1 (configuration not stated)	-10
22	C[C@H]1CN([C@@H](C)CO)S(=O)(=O)c2ccc(Br)cc2O[C@H]1CN(C)C(=O)c1ccccc1F	-5
23	CCCCOCC1CN(CCCC)S(=O)(=O)c2c(F)cccc2O1 (configuration not stated)	-4
24	Cc1ccc2nc(NC3=NC(CC(=O)O)C(=O)N3)nc(C)c2c1 (configuration not stated)	-5
25	COC(=O)C1=C(C)N(C)C(=NCc2cccc(C(F)(F)F)c2)NC1c1ccc(F)cc1 (configuration not stated)	-4
26	C[C@H]1CN([C@@H](C)CO)C(=O)CCCn2cc(nn2)CO[C@@H]1CN(C)S(=O)(=O)c1ccccc1F	-6
27	COC(=O)C1=C(C)N(C)C(=NCC2CC2)NC1c1ccccc1 (configuration not stated)	-5
28	Oc1c(C=NCc2ccc(F)cc2)[nH]c2ccc(Br)c(Cl)c12	-9
29	O=C1NC(c2ccccc2)c2c(-c3ccccc3)n[nH]c21 (configuration not stated)	-4
30	COc1ccc(CNC(=O)Cn2ncn3cccc3c2=O)cc1	-4

# Reformatted with each value named: part of the list above.
29: O=C1NC(c2ccccc2)c2c(-c3ccccc3)n[nH]c21 (configuration not stated)
- CaV13 FRET inh = -4

26: C[C@H]1CN([C@@H](C)CO)C(=O)CCCn2cc(nn2)CO[C@@H]1CN(C)S(=O)(=O)c1ccccc1F
- CaV13 FRET inh = -6

17: O=C(NCCNC(=O)c1cc(OCC(F)(F)F)ccc1OCC(F)(F)F)Nc1ccc(Cl)cc1
- CaV13 FRET inh = -8

18: CCOC(=O)c1c(Nc2ccc(OC)cc2)n[nH]c1C
- CaV13 FRET inh = -11

# Following part.
cpd	SMILES	CaV13 FRET inh
31	COc1ccc(N(C)S(=O)(=O)c2cccc(C(=O)Nc3ccc(OC)nc3)c2)cc1	-2
32	COc1ccc(C2CC(=O)C(c3cccc(C)c3)=CN2Cc2ccccc2)cc1 (configuration not stated)	-5
33	C[C@@H]1CN([C@@H](C)CO)C(=O)CCCn2cc(nn2)CO[C@H]1CN(C)C(=O)Nc1ccc(F)cc1	-5
34	Cc1nn2c(-c3cccc(NC(=O)CN4CCOCC4)c3)nnc2c2ccccc12	-7
35	O=C(Cn1c(=S)[nH]c2ncccc2c1=O)NCCc1ccccc1	6
36	COC(=O)c1sc(NC(=S)NC(=O)c2ccc(F)cc2)nc1C	-5
37	C[C@@H]1CN(C(=O)OC(C)(C)C)CCN1c1ccc(N2CC[C@@H](O)C2)c(C#N)c1	-9
38	CCOC(=O)C1=C(C)N(CCCC(=O)O)C(=O)NC1c1ccc(Br)cc1 (configuration not stated)	-7
39	C=CS(=O)(=O)N[C@@H](CSSC[C@H](NS(=O)(=O)C=C)C(=O)OC)C(=O)OC	-9
40	CCCN(C(=O)CCc1cn(CCC)c2ccccc12)c1ccc(N(C)c2ccccn2)cc1	-8
41	CC(=O)N1CCN(c2ccc(N3CCN(Cc4ccccc4)[C@@H](C)C3)c(C)c2)[C@@H](C)C1	-7
42	NC(=O)c1ncn([C@@H]2O[C@H](C(=O)N[C@H](Cc3c[nH]c4ccccc34)C(=O)NCC(=O)N3CCCCC3)[C@@H](O)[C@H]2O)n1	-4
43	O=C(NCc1ccccc1)[C@H]1CCCN1C(=O)[C@H]1CCCN1C(=O)c1cccc(Cl)c1	-9
44	CC(C)C[C@@H]1COc2cc(N3CCOCC3)ccc2S(=O)(=O)N1	-5
45	NC(=O)c1ncn([C@@H]2O[C@H](C(=O)N[C@H](Cc3c[nH]c4ccccc34)C(=O)O)[C@@H](O)[C@H]2O)n1	-5
46	CCOC(=O)Nc1cc(=O)c([N+](=O)[O-])c(N)[nH]1	-5
47	Cc1ccc2nc(-c3cccc(Cl)c3)c(Cc3cccc(Cl)c3)n2c1	-6
48	COC(=O)[C@]12C[C@H](CC(=O)NCc3ccccc3)C(=O)N(CCC3=CCCCC3)C1=C[C@H](C(C)(C)C)O[C@@H]2C	-9
49	CC(C)CC(=O)Nc1cccc(C(C)O)c1 (configuration not stated)	1
50	O=S1(=O)N[C@@H](Cc2ccccc2)COc2cccc(N3CCCCC3)c21	-4
51	CC(C)(C)c1ccc(C#C[C@@H]2C=C[C@H]3OC(=O)CC/C=C/CCC(=O)OC[C@H]3O2)cc1	-4
52	C[C@@H](O)[C@@H]1NC(=O)c2cc([N+](=O)[O-])cc(I)c2NCC[C@@H](C(N)=O)NC(=O)CNC1=O	-11
53	COC(=O)C1=C(C)N(Cc2ccccc2C(F)(F)F)C(=NCc2cccc(C(F)(F)F)c2)NC1c1cccc(Cl)c1 (configuration not stated)	-6
54	CC(C)[C@H](NC(=O)C1CC1)C(=O)N1CCC[C@H]1C(=O)NCc1ccccc1	-3
55	CC(C)C[C@H]1COc2cccc(N3CCCCC3)c2S(=O)(=O)N1	-5
56	Cc1cc(=O)n2[nH]c(-c3sccc3-n3c(C)ccc3C)cc2n1	-5
57	Fc1ccc(CN2CCN(c3ncc(Cc4ccccc4)cn3)CC2)c(Cl)c1	-7
58	CN1C(=O)[C@@]2(O[C@H]3C=CC=CN3C3=C2C(=O)CCC3)c2cc([N+](=O)[O-])ccc21	-4
59	O=C(Nc1nc(-c2ccco2)c(-c2ccco2)s1)c1cnccn1	-15
60	CN(C)C(=O)OCc1c(-c2ccccc2)ncc2ccccc12	26
61	O=C(NC(C(=O)N1CCCC1C(=O)NC1CCCC1)c1ccccc1)c1cccs1 (configuration not stated)	-2
62	C[C@@H]1CN([C@H](C)CO)C(=O)c2c(c3ccccc3n2C)-c2ccccc2CO[C@@H]1CN(C)C(=O)CCN(C)C	-6
63	Cc1ccc(Cl)cc1NC(=O)OCCN(C)C(=O)Nc1cc(Cl)ccc1C	-5
64	CCCc1ccc(-c2cc(NC(=O)Cc3c(C)[nH]c4ccccc34)ccc2N(C)c2cccnc2)cc1	-10
65	Cc1cccc(-n2c(SCN3C(=O)c4ccccc4C3=O)nc3ccccc3c2=O)c1	-3
66	Nc1[nH]c(C(=O)c2ccccc2)c(-c2ccccn2)c1C(=O)c1c[nH]c2ccc(F)cc12	-22
67	O=C(C(=O)N1CCC(CNS(=O)(=O)c2ccccc2OC(F)(F)F)CC1)c1cc2ccccc2o1	-10
68	COC(=O)C1=C(C)N(Cc2ccccc2C(F)(F)F)C(=NCc2ccc(OC)cc2)NC1c1cccc(Cl)c1 (configuration not stated)	-3
69	Cc1cccc(NC(=O)CNC(=O)[C@@H](Cc2ccccc2)NC(=O)[C@H]2O[C@@H](n3ccc(N)nc3=O)[C@H](O)[C@@H]2O)c1C	-10
70	C[C@@H](NS(=O)(=O)c1c(F)cccc1F)c1ccccc1	-5
71	Cc1ccc(S(=O)(=O)N(C)c2ccc(OCC(=O)Nc3cc(C(=O)O)ccc3Cl)cc2)cc1	-2
72	Nc1nc2c(ncn2[C@@H]2O[C@H](C(=O)NC3CCCCC3)[C@@H](O)[C@H]2O)c(=O)[nH]1	-10
73	CCOC(=O)C1=C(C(=O)OCC)C2N(Cc3ccc(C#N)cc3)c3ccccc3[C@@]23C[C@@H](C(=O)OC)N(S(=O)(=O)c2cccs2)C3=N1 (some centres not stated)	-8
74	CO[C@@H]1[C@H](O)CC[C@]2(O)CN(c3ccccc3)[C@](C)([C@H](O)CC=C(C)C)[C@@H]12	-5
75	CCOC(=O)[C@@H](C)N1[C@@H](C)[C@H](c2ccccc2)Oc2ccc(Cl)cc2S1(=O)=O	-5
76	Cc1ccc2nc(-c3ccc(Cl)cc3)c(Cc3ccsc3)n2c1	-8
77	Cc1cccc(NC(=O)CNC(=O)[C@H](CCc2ccccc2)NC(=O)[C@H]2O[C@@H](n3cnc4c(N)ncnc43)[C@H](O)[C@@H]2O)c1C	-3
78	CC(=O)c1ccc(-c2ccccc2C2=CC(=O)CC(C)(C)C2=O)cc1	-5
79	CCCCCCCCN1C(=O)[C@@H](CC(=O)NCCCC)C[C@@]2(C(=O)OC)C1=C[C@H](C(C)(C)C)O[C@@H]2C	-10
80	CCOc1ccc(CCNC(=O)COC(=O)c2cc(OC)c(OC)c(OC)c2)cc1OCC	-4
81	Cc1sc2nc(C(C)Sc3n[nH]c(N)n3)[nH]c(=O)c2c1C (configuration not stated)	7
82	Nc1ncnc2c1ncn2[C@@H]1O[C@H](C(=O)N[C@@H](CCc2ccccc2)C(=O)N2CCN(C(=O)N3CCCCC3)CC2)[C@@H](O)[C@H]1O	-2
83	C[C@H]1CN(c2ccc(N3CCNC[C@@H]3C)cc2C#N)CCN1Cc1ccccc1	-11
84	O=C(OCC(=O)c1ccc[nH]1)c1ccc(S(=O)(=O)N2CCCCC2)cc1	-5
85	CC(C(=O)N1CCCCC1)N(C)CC(=O)Nc1cccc(F)c1 (configuration not stated)	-5
86	O=S(=O)(c1cccs1)N1CCCc2nc(-c3ccc(F)cc3)ccc21	-4
87	CC(NC(=O)/C(C#N)=C/c1ccc(Cl)c([N+](=O)[O-])c1)c1ccccc1 (configuration not stated)	-18
88	CCOC(=O)c1ccc(NC(=O)Nc2cc(C)cc(C)n2)cc1	-4
89	O=S1(=O)CCSC[C@@H](CN2CCCC2)N1	-4
90	O=Cc1ccc(/C=C2\c3ccccc3C(=O)N2c2ccccc2)o1	-6

# Exported with the structure last: entries from further up
nr	CaV13 FRET inh	smiles
85	-5	CC(C(=O)N1CCCCC1)N(C)CC(=O)Nc1cccc(F)c1 (configuration not stated)
79	-10	CCCCCCCCN1C(=O)[C@@H](CC(=O)NCCCC)C[C@@]2(C(=O)OC)C1=C[C@H](C(C)(C)C)O[C@@H]2C
89	-4	O=S1(=O)CCSC[C@@H](CN2CCCC2)N1
77	-3	Cc1cccc(NC(=O)CNC(=O)[C@H](CCc2ccccc2)NC(=O)[C@H]2O[C@@H](n3cnc4c(N)ncnc43)[C@H](O)[C@@H]2O)c1C

# Continued:
cpd	SMILES	CaV13 FRET inh
91	NC(=O)c1c(N)[nH]c(C(=O)c2ccccc2)c1-c1ccc(Br)cc1	-15
92	FC(F)(F)c1ccc(Cl)c(CN2CCN(c3ncc(Cc4ccccc4)cn3)CC2)c1	-12
93	N#CC(C(=O)OC1CCCCC1)c1nc2ccccc2nc1N1CCCCC1 (configuration not stated)	-7
94	O=C(Cn1nnc(N2CCCCC2)n1)NN=Cc1ccccc1O	-11
95	O=S1(=O)c2cc(Cl)ccc2N2CC[C@H](C2)N1Cc1ccc(Cl)c(Cl)c1	-5
96	O=[N+]([O-])c1ccc(COc2ccccc2CO)cc1	-5
97	CCOC(=O)C1=C(C)N(CCCC(=O)O)C(=O)NC1c1cc2ccccc2c2ccccc12 (configuration not stated)	-5
98	COC(=O)[C@]12C[C@H](CC(=O)N3CCC(c4ccccc4)CC3)C(=O)N(Cc3ccccc3)C1=C[C@H](C1CCCC1)O[C@@H]2C	-11
99	COC(=O)[C@H](Cc1ccccc1)NC(=O)[C@H]1O[C@@H](n2cnc3c(=O)[nH]c(N)nc32)[C@H](O)[C@@H]1O	-7
100	COC(=O)N1C[C@H](O)[C@H](O)C[C@@H]1c1ccccc1Br	-4
101	CCOC(=O)C1CCN(S(=O)(=O)c2ccc(-c3nc4ccccc4s3)s2)CC1	-2
102	CC(C)[C@@H]1NC(=O)[C@@H]2CSCCS(=O)(=O)N2C1=O	-4
103	CCCc1c(-c2cccc(Br)c2)ncn1CCc1ccccc1OC	-9
104	O=C(CSc1nc2[nH]ncc2c(=O)[nH]1)c1ccc(Cl)cc1	-5

# Reformatted: entries from further up
item	CaV13 FRET inh	molecule
68	-3	COC(=O)C1=C(C)N(Cc2ccccc2C(F)(F)F)C(=NCc2ccc(OC)cc2)NC1c1cccc(Cl)c1 (configuration not stated)
69	-10	Cc1cccc(NC(=O)CNC(=O)[C@@H](Cc2ccccc2)NC(=O)[C@H]2O[C@@H](n3ccc(N)nc3=O)[C@H](O)[C@@H]2O)c1C

# Assay outcomes deposited in PubChem by Broad Institute.
